Screening data (PubChem)
Polio RdRp inh: poliovirus RNA polymerase inhibition. 0.66% of 150,000 active. poliovirus polymerase elongation, fluorescence polarization; hits give low values. % elongation, % (compound at 16.7 µg/mL). P03300; in the data active means % elongation below about 90%; further: some results filed as inactive read as strong as hits
Target sequence (P03300 1749-2209 limits assumed): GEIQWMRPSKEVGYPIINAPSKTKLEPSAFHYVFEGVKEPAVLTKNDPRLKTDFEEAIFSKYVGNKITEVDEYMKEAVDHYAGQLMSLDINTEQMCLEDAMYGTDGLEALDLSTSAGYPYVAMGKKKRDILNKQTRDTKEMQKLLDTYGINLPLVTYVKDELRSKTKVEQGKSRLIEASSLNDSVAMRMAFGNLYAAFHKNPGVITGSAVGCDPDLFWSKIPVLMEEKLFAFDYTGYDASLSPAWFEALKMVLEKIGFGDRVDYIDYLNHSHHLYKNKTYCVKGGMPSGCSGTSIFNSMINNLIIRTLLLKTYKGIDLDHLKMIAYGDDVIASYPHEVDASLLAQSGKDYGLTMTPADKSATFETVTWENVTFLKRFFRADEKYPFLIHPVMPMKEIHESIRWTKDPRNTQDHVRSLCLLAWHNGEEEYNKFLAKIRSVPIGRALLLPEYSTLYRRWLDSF
Polio RdRp inh FP z-score: further read-out of Polio RdRp inh, marked with its call; z-score; measured here: FP z-score; hits read low
The depositor's hits bear a star.

Start of the listing, in advance, 2 compounds:
Each structure is followed by: Polio RdRp inh	Polio RdRp inh FP z-score
1) COc1ccc(N2C(=O)CS(=O)(=O)C23C(=O)N(Cc2ccc(F)cc2)c2ccc(C)cc23)cc1 (stereo not given)
→ 111	1.1
2) O=C(c1ccc(F)c(F)c1)N1CCc2ccccc2C1
→ 100	-0.6

The listing (from the top)
Each structure is followed by: Polio RdRp inh	Polio RdRp inh FP z-score
1) COc1ccc(N2C(=O)CS(=O)(=O)C23C(=O)N(Cc2ccc(F)cc2)c2ccc(C)cc23)cc1 (stereo not given)
→ 111	1.1
2) O=C(c1ccc(F)c(F)c1)N1CCc2ccccc2C1
→ 100	-0.6
3) O=C(COc1ccc(F)cc1)Nc1ccc2nc(SCCOc3ccccc3)sc2c1
→ 106	-0.2
4) CCn1c2c(c3ccc(OC)cc31)CCCC2=O
→ 103	0.4
5) Cc1ccc(NC(=O)C(Cc2ccccc2)NS(=O)(=O)c2cccc3nsnc23)c(C)c1 (stereo not given)
→ 103	-0.1
6) O=C(Cc1nc2ccccc2n1C(F)F)c1ccccc1
→ 105	0.1
7) Cc1cccc(C)c1NC(=O)c1cc(S(=O)(=O)N2CCCc3ccccc32)ccc1F
→ 104	-1
8) Cc1onc(-c2ccccc2Cl)c1C(=O)Oc1cc(F)cc(F)c1
→ 106	-0.3
9) CCOC(=O)COc1ccc2c(c1)C(=O)CC(C)(C)O2
→ 105	1.2
10) CNCc1nc2ccc(Cl)cc2[nH]1
→ 99	-0.9
11) Cc1sc2ncnc(Nc3ccccc3)c2c1C
→ 105	0.2
12) O=S(=O)(c1ccc(Br)cc1)c1nc(-c2cccs2)oc1SCc1ccc(F)cc1
→ 98	-2.4
13) C=CCc1c(C)nc2nc(SCC(=O)Nc3ccccc3CC)nn2c1C
→ 110	0.2
14) CCN(CC)c1ccc(NC(=O)C2CCN(S(=O)(=O)c3ccc4c(c3)oc(=O)n4C)CC2)c(C)c1
→ 106	-0.3
15) COc1ccc(NC(=O)c2cc3c(=O)[nH]c4ccccc4c3n2C)cc1Cl
→ 105	0.2
16) COc1ccc(CN(CCN)C2CC(C)N(C)CC2C)cc1 (stereo not given)
→ 103	0.5
17) O=C(O)CCC(=O)N(Cc1ccccc1)Cc1cn(-c2ccccc2)nc1-c1cccnc1
→ 102	0
18) O=C(O)CSc1ccc2ccccc2c1
→ 99	0
19) CCc1ccccc1N(C)C(=O)CCn1cnc2onc(-c3ccc(F)cc3)c2c1=O
→ 101	-0.3
20) CCOc1cc(CNS(=O)(=O)c2ccc3c(c2)C(C)(C)C(=O)N3)cc(OCC)c1OCC
→ 107	0.3
21) N#Cc1c[nH]c2ccc(NC(=O)/C=C/c3ccc(OC(F)(F)F)cc3)cc12
→ 104	0
22) Cc1cc(C(=O)NNC2=NCCCCC2)n[nH]1
→ 101	-0.2
23) CN(C)C(=O)Cn1c(Cl)nc2c1c(=O)n(C)c(=O)n2C
→ 98	-0.6
24) CCN(C(=O)CCc1nc(-c2ccccc2F)no1)c1cc(Cl)ccc1OC
→ 102	0.1
25) Cc1nn(-c2ccccc2)c(C)c1CN(C)C(=O)CN1C(=O)COc2ccccc21
→ 100	0
26) Cn1c(=O)c2c(nc(CN3CCN(c4ccc(F)cc4)CC3)n2CCN2CCOCC2)n(C)c1=O
→ 107	1.5
27) COC(=O)c1nc(C(=O)OC)c(C(=O)OC)nc1C(=O)OC
→ 101	-0.3
28) S=c1nc(-c2cccs2)[nH]n1CN1CCOCC1
→ 100	-0.4
29) CCCCN(C)C(=O)C1CCC(Cn2c(=O)[nH]c3ccsc3c2=O)CC1 (stereo not given)
→ 112	1.3
30) Cc1ccc(C)c(Cn2c3ccccc3c3cnn(CC(=O)NC4CCC(C)CC4)c(=O)c32)c1 (stereo not given)
→ 106	-0.2

3 entries already listed, ordered by heavy-atom count, low to high.
Each structure is followed by: Polio RdRp inh	Polio RdRp inh FP z-score
6) O=C(Cc1nc2ccccc2n1C(F)F)c1ccccc1
→ 105	0.1
15) COc1ccc(NC(=O)c2cc3c(=O)[nH]c4ccccc4c3n2C)cc1Cl
→ 105	0.2
5) Cc1ccc(NC(=O)C(Cc2ccccc2)NS(=O)(=O)c2cccc3nsnc23)c(C)c1 (stereo not given)
→ 103	-0.1

(cont.)
Each structure is followed by: Polio RdRp inh	Polio RdRp inh FP z-score
31) CCC(c1nnc(SCC(=O)Nc2nc(-c3ccc(OC)cc3)cs2)o1)N(C)C (stereo not given)
→ 101	-0.4
32) COc1cc(OC)c(N(C)C(=O)C2CCCN(c3ncnc4c3nc3n4CCCCC3)C2)cc1Cl (stereo not given)
→ 103	-0.8
33) CN(CC(=O)O)S(=O)(=O)c1ccc(Cl)cc1
→ 100	-0.8
34) CCC(=O)N1CCc2cc(Br)cc(S(=O)(=O)NCc3ccccc3)c21
→ 103	-0.6
35) CCCNC(=O)c1cc(-c2ccc(OC)cc2)n(CCCOC)c1C
→ 101	-0.2
36) COc1cc2c(cc1OC)C(=NCCC(=O)O)NC(C)(C)C2
→ 102	0.2
37) CNC(=O)COC(=O)c1ccc(Cl)c(Cl)c1
→ 104	0.6
38) Cc1ccc(S(=O)(=O)N2CC3CCC2C3)cc1 (stereo not given)
→ 102	0
39) CCOc1ccc2[nH]c(=O)c(CN(Cc3ccccc3OC)C(=O)N3CCCC3)cc2c1
→ 102	0.1
40) Cc1[nH]c2ccccc2c1C1(O)C(=O)N(CCc2ccccc2)c2ccc(Br)cc21 (stereo not given)
→ 103	0.3
41) Cc1ccc(NCc2cccn2-c2nnc(N3CCCCC3)s2)cc1
→ 101	-0.2
42) CCN(CC)S(=O)(=O)c1ccc(SC)cc1
→ 104	1.6
43) CC(C)(C)NC(=O)NCC(c1ccco1)N1CCc2ccccc2C1 (stereo not given)
→ 105	1.1
44) CC(C)CN1C(=O)c2ccc(C(=O)Nc3ccc(F)cc3)cc2C1=O
→ 100	-0.7
45) COc1ccc(N=Cc2ccc(C)o2)cc1
→ 99	-0.7
46) Cc1ccc(-c2ccc(CCC(=O)O)n2-c2ccc(C)c(Cl)c2)cc1
→ 116	0.8
47) COc1ccc(OC)c(NC(=O)CCn2cnnn2)c1
→ 106	0.3
48) COc1ccc(Br)cc1C(=O)Nc1ccc(-c2nnc(-c3ccco3)o2)cc1
→ 97	-1
49) Cc1ccc(NC2CC(C)Nc3cc(C)ccc32)cc1 (stereo not given)
→ 104	0.1
50) CCCCN(C)C(=O)CCC(=O)NNc1nc2ccccc2c2nc(C)nn12
→ 81*	-2.4*
51) CCCOc1ccc(C(=O)Nc2cc3c(cc2N2CCOCC2)n(C)c(=O)n3C)cc1
→ 102	-0.8
52) CCc1noc(-c2ccc(N3CCC(C)CC3)c([N+](=O)[O-])c2)n1
→ 101	-1.5
53) CC(C)NC(=O)CN1Cc2ccccc2C1=O
→ 100	-0.6
54) Cc1ccccc1Cn1c(=O)n(CCCCC(=O)NCc2ccc3c(c2)OCO3)c(=O)c2ccccc21
→ 107	0.4
55) Cc1cccc2cc(C#N)c(N3CCC(C)CC3)nc12
→ 101	-0.1
56) CC(C)OCc1cc(CN2CCN(c3cccc(C(F)(F)F)c3)CC2)c(O)c2ncccc12
→ 118	2.1
57) CC1OC(OC2CC(O)C3(CO)C4C(CCC3(O)C2)C2(O)CCC(C3=CC(=O)OC3)C2(C)C[C@H]4O)C(O)C(O)C1O (stereo not given in full)
→ 100	-0.1
58) O=C(O)CC(C(=O)O)N1C(=O)CSC1=S (stereo not given)
→ 98	-0.2
59) C=CCN1C(=O)/C(=C2\SC(=Nc3ccccc3)N(c3ccccc3)C2=O)c2ccccc21
→ 101	0
60) COc1ccc(N/C=C\C(=O)c2ccc3c(c2)OCO3)cc1
→ 102	0.2
61) CCc1ccc(NC(=O)Cn2c(=O)n(-c3ccccc3C)c(=O)c3c2c2cc(OC)ccc2n3C)cc1
→ 101	-1.4
62) O=C1CC(C(=O)N(C/C=C/c2ccccc2)c2ccc3c(c2)OCCO3)CN1Cc1ccco1 (stereo not given)
→ 108	0.7
63) CCC(=O)N(c1ccc(OC)cc1OC)C1C=CS(=O)(=O)C1 (stereo not given)
→ 102	-0.1
64) Cc1cc(C)n(-c2nc3ccccc3nc2Nc2ccc(Cl)cc2Cl)n1
→ 107	0.7
65) COc1ccccc1-c1nc(CNC(=O)Nc2ccccc2)c(C)o1
→ 108	0.3
66) Cc1ccc(C)c(NCc2ccc3c(c2)OCO3)c1
→ 107	0.3
67) O=C(OCN1C(=O)c2ccccc2C1=O)c1ccco1
→ 101	0.3
68) CS(=O)(=O)Nc1ccc2c(c1)OCC(=O)N2Cc1ccccc1
→ 101	-0.3
69) COC(=O)Nc1nn(Cc2ccccc2F)cc1Br
→ 102	1.2
70) COC(=O)c1ccc2c(=O)[nH]c(COC(=O)c3ccccc3NCCO)nc2c1
→ 101	-0.2
71) O=C(NCCc1ccc(Cl)cc1)C1CCN(Cc2cc3ccccc3n2Cc2ccccc2)CC1
→ 105	-0.5
72) CCCN1Cc2cccc(C(=O)Nc3ccc(CC)cc3)c2C1=O
→ 101	0.1
73) Cc1ccc2c(c1)-c1onc(C(=O)N3CCC(C)CC3)c1CO2
→ 107	0.9
74) Cc1ccc(Cl)cc1NC(=O)Cn1c(=O)n(CCc2c[nH]c3ccccc23)c(=O)c2cccnc21
→ 100	-0.9
75) COc1ccc2c(CNCCc3cccs3)c(C(=O)O)n(Cc3ccccc3C)c2c1
→ 101	-1
76) Cc1coc2cc3oc(=O)c(CC(=O)NCc4ccc(F)cc4)c(C)c3cc12
→ 112	0.9
77) CC1=C(c2ccccc2)S(=O)(=O)N(CC(=O)O)C1=O
→ 100	-0.6
78) COc1ccc(N2CCN(C(=O)CC(c3cccc(C)c3)n3cccc3)CC2)cc1 (stereo not given)
→ 104	1.7
79) CCNc1nc(CN2CCOCC2)nc2sc3c(c12)CCCC3
→ 108	0.7
80) COc1ccc(CNC(=O)c2cnc3scc(C)n3c2=O)cc1
→ 99	-1.7
81) CCCC(=O)NC(=S)c1sc(N2CCCC2)nc1-c1cccs1
→ 101	-0.2
82) Cc1cccc(NC(=O)CSc2cn(CC(=O)N3CCCC3)c3ccccc23)c1C
→ 115	0
83) Nn1c(=O)c2ccccc2n2c(SCC(=O)c3ccccc3)nnc12
→ 102	0.2
84) Cc1cc(C)n(C(=O)N2c3ccccc3Sc3ccccc32)n1
→ 99	-0.1
85) COc1ccc(CC2CCC3(CC2)NC(=O)c2ccccc2O3)cc1 (stereo not given)
→ 98	-1.2
86) CC(C(=O)Nc1ncccn1)(c1ccccc1)c1ccccc1
→ 101	0.3
87) CC(=O)Oc1ccc(-c2ccc(C(=O)O)cc2)cc1C
→ 103	0.3
88) COCN1C(=O)c2cc(Cl)c(Cl)cc2C1=O
→ 100	-0.4
89) CCN1CCn2c3c(c4cc(Cl)ccc42)CCCC31 (stereo not given)
→ 102	0.2
90) O=C(CCC(=O)c1cccs1)Nc1cc(Cl)cc(Cl)c1
→ 103	0.4

Values by screen from above:
Nos. 35–39 in Polio RdRp inh: 101, 102, 104, 102, 102

Further results.
Each structure is followed by: Polio RdRp inh	Polio RdRp inh FP z-score
91) CCc1nc(-c2cc(S(=O)(=O)N3CCN(c4ccccc4OC)CC3)ccc2OC)no1
→ 107	0
92) Cc1c(Cl)cccc1N=C1NC(=O)CS1
→ 99	-0.6
93) COc1cc(-c2nnc(SCc3cn4cc(Cl)ccc4n3)o2)cc(OC)c1OC
→ 104	0.1
94) CCOC(=O)c1ccc(N/C=C/C(=O)C(C)(C)C)cc1
→ 99	-0.4
95) CC(C)(C)NC(=O)CSc1nncn1NCc1ccccc1
→ 100	-0.1
96) CCOC(=O)c1cccnc1SCC(=O)N(CC)c1cccc(C)c1
→ 115	1.1
97) CC1(C)CC(=O)C(C(c2ccc(F)cc2O)C2C(=O)CC(C)(C)CC2=O)C(=O)C1
→ 102	-0.1
98) COc1ccc(S(=O)(=O)N2CCC(C(=O)O)CC2)cc1
→ 104	0.6
99) NC(=O)c1ccc(NC(=O)COC(=O)Cc2cccc3ccccc23)cc1
→ 102	0.3
100) CC(O)CON1C(=O)c2ccccc2C1=O (stereo not given)
→ 102	0
101) N#Cc1ccccc1NS(=O)(=O)c1ccccc1
→ 105	0.2
102) NNC(=O)C1CCC(c2ccc(Cl)cc2)CC1 (stereo not given)
→ 107	0.7
103) O=C(NCC(c1cccnc1)N1CCOCC1)C(=O)Nc1cccc(Cl)c1 (stereo not given)
→ 113	1.2
104) NCc1ccccc1OC(F)(F)F
→ 103	0.1
105) CCOC(=O)C1C(=O)Oc2ccc(Br)cc2C1C1(C(=O)OC)CCCCC1 (stereo not given)
→ 103	0.5
106) O=C1CC2(CCCC2)C(=O)N1c1ccc(S(=O)(=O)NCc2ccco2)cc1Cl
→ 105	1
107) CCCCN1C(=O)c2ccc(C(=O)Oc3ccc(-c4nnco4)cc3)cc2C1=O
→ 102	0
108) COc1cccc(-c2cc(C(=O)N(C)C3CCCCC3)[nH]n2)c1
→ 98	-2.1
109) COC(=O)c1cc2c(C)nn(-c3ccccc3)c2s1
→ 97	-1.1
110) NC(=O)C1CCCN1c1ncnc2sc(-c3ccccc3)cc12 (stereo not given)
→ 104	0.6
111) CCOc1ccc(CN2CCN(S(=O)(=O)c3ccc(Cl)cc3)CC2)cc1
→ 103	-0.3
112) CCC(=O)OCC(=O)C1(OC(=O)CC)[C@H](C)C[C@H]2[C@H]3[C@H]([C@@H](O)C[C@@]21C)[C@@]1(C)C=CC(=O)C=C1C[C@H]3Cl (stereo not given in full)
→ 99	-0.1
113) CCOC(=O)C1CCN(C(=O)c2cccc(C(=O)N3CCC(C(=O)OCC)CC3)c2)CC1
→ 102	1
114) CC(=O)NC1(NC(C)=O)CC(c2ccccc2)N(C)CC1C (stereo not given)
→ 100	-0.7
115) CC1=CC(C)(C)Nc2ccc(OC(=O)c3ccco3)cc21
→ 103	0.3
116) Cc1ccc(CCSCC(=O)O)cn1
→ 103	0.3

Looked up by compound from the list above:
Each structure is followed by: Polio RdRp inh	Polio RdRp inh FP z-score
91) CCc1nc(-c2cc(S(=O)(=O)N3CCN(c4ccccc4OC)CC3)ccc2OC)no1
→ 107	0
102) NNC(=O)C1CCC(c2ccc(Cl)cc2)CC1 (stereo not given)
→ 107	0.7
96) CCOC(=O)c1cccnc1SCC(=O)N(CC)c1cccc(C)c1
→ 115	1.1

Some of the compounds tested; rates above refer to the full screens.
